APOBEC3A inh – APOBEC3A ssDNA deaminase inhibitors, primary screen, selectivity assay for APOBEC3G inhibitor project, biochemical, FAM/TAMRA oligo cleavage fluorescence; 0.41% of 330,000 active; recombinant A3A, FAM/TAMRA ssDNA deamination fluorescence; inhibition, % at 20 µM; AID 493011, 2011;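 active means at least 40% inhibition at 20 µM here, with at most 30% in a related deaminase screen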;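 further: plate controls were A3A with DMSO for no effect and wells lacking A3A enzyme for full effect; some results filed as inactive read as strong as hits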
Target sequence (P31941 whole entry, looked up): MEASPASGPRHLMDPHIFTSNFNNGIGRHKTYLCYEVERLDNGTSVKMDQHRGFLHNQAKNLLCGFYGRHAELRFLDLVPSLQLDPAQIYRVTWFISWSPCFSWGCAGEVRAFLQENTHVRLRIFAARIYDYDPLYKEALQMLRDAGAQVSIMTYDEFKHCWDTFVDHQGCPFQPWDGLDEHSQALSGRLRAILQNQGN
hIAP block – human IAP inhibitors, primary screen, biochemical, luminescence, uHTS; 0.12% of 330,000 active; purified IAP, CDP-Star luminescence, 30 min; inhibition, % at 10 µM; AID 2544, 2010;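 active means inhibition reaching a set limit with compound at 10 µM in the primary screen, cut at about 35% in these data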;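 further: plate controls were DMSO wells with enzyme for no effect and no-enzyme buffer wells for full effect; values of inactives mirror those of a sister screen read the other way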
Target sequence (P09923 whole entry, looked up): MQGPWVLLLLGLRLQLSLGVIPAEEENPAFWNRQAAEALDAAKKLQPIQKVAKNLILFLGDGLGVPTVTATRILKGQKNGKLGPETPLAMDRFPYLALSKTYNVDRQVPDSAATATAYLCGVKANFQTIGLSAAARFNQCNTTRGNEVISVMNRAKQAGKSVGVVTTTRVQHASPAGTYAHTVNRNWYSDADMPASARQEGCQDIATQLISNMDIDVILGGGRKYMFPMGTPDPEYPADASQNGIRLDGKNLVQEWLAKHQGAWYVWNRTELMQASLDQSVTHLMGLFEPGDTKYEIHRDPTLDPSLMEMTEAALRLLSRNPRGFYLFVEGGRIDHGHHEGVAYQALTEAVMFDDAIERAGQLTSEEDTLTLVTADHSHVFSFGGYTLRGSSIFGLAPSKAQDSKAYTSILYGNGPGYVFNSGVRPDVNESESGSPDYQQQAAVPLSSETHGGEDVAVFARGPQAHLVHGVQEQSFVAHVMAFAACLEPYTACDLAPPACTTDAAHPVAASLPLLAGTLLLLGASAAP
MIN6 prolif – inducers of MIN6 beta-cell proliferation, primary screen, ATP luminescence, uHTS; proliferation, % at 10 µM; 0.29% of 330,000 active; MIN6 cells proliferation, ATPlite luminescence, 48 h; cells starved in 0.2% serum; 100% = growth in 10% serum; AID 2380, 2010;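 active means compounds whose signal lies at least 3.5 SD above the mean of all wells on their plate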;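 further: 0% = DMSO-treated cells in low-serum medium and 100% = 10% serum control; some compounds called inactive have numbers as strong as hits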
mIAP act – activators of mouse IAP, primary screen, biochemical, luminescence, uHTS. intestinal alkaline phosphatase [Mus musculus]. muIAP, CDP-Star luminescence, 30 min; hits give high values; 1 = vehicle-only enzyme signal, 0 = enzyme-free wells. activation factor at 10 µM. 0.24% of 330,000 active. AID 2805, 2010;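 active means activation factor of at least 2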; further: the source names both 10 and 20 µM as test concentration; values of inactives mirror those of a sister screen read the other way
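Assay system: mouse IAP enzyme; reagent: chemiluminescent substrate CDP-Star; dosing: test compounds delivered from DMSO solution; schedule: 30 min at room temperature; measured by: luminescence from enzymatic CDP-Star hydrolysis; controls: DMSO-only wells and no-enzyme negative control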
mIAP block – inhibitors of mouse IAP, primary screen, biochemical, luminescence, uHTS; inhibition, % at 10 µM; 0.2% of 330,000 active; purified mouse IAP, CDP-Star luminescence, 30 min; AID 2806, 2010; intestinal alkaline phosphatase [Mus musculus];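 active means inhibition of at least 40% at 10 µM in the primary screen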;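 further: plate controls were DMSO with enzyme for no effect and no enzyme wells for full effect; values of inactives mirror those of a sister screen read the other way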
A3G deaminase – APOBEC3G DNA deaminase inhibitors, primary screen, biochemical, fluorescence, single-stranded DNA substrate, uHTS | DNA dC->dU-editing enzyme APOBEC-3G (Homo sapiens), Q9HC16 | recombinant A3G, ssDNA deamination FAM/TAMRA fluorescence | inhibition, % at 20 µM | 0.28% of 330,000 active | AID 493012, 2011;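 active means inhibition of at least 40% at 20 µM, with no more than 30% in the related APOBEC3A deaminase screen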;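 further: plate controls were DMSO wells with A3G for no effect and wells lacking A3G enzyme for full effect; some compounds called inactive have numbers as strong as hits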
hIAP act – human IAP activators, primary screen, biochemical, luminescence, uHTS; activation factor at 10 µM; purified human IAP, CDP-Star luminescence, 30 min; hits give high values; 1 = vehicle-only enzyme, 0 = enzyme-free background; 0.16% of 330,000 active;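 active means activation factor of the enzyme at least 2-fold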; further: the source names both 10 and 20 µM as test concentration; values of inactives mirror those of a sister screen read the other way
NLRP3 yeast inh – NALP3 inflammasome inhibitors in reconstituted yeast, primary screen, luminescence, uHTS. Yeast reconstituted NLRP3/ASC/caspase-1, beta-gal luminescence, 24 h. inhibition, % at 10 µM. 0.39% of 330,000 active. AID 2825, 2010;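 active means inhibition of 50% or more; inactive means inhibition below 50%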;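 further: plate controls were induced DMSO wells for no effect and uninduced yeast grown without galactose for full effect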
SENP1 inh – human SENP1 catalytic domain inhibitors, primary screen, biochemical, FRET, uHTS; Sentrin-specific protease 1 (Homo sapiens), Q9P0U3; recombinant SENP1 catalytic domain, CyPet-SUMO1-YPet FRET cleavage; inhibition, % at 10 µM; 0.21% of 360,000 active; AID 624204, 2012;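 active means inhibition at least 30% at 10 µM, raw YFP signal under a set limit, fluorescence ratio 0.5 to 1.5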;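 further: 0% = enzyme with DMSO and 100% = no enzyme wells; some results filed as inactive read as strong as hits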
Target sequence (Q9P0U3 419-644 limits assumed): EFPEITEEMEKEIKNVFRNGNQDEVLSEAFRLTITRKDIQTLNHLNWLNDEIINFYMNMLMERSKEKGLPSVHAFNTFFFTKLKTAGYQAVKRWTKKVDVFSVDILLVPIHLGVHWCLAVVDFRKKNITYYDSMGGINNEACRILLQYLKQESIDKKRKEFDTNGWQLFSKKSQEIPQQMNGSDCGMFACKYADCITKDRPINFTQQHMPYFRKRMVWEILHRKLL
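Test system: human SENP1 catalytic domain; medium: Tris pH 8 buffer plus EDTA, NaCl, BME, BSA, NP40, catalase; incubation: 50 min reaction at room temperature; technique: FRET, CFP and YFP emission; controls: no-enzyme low control and enzyme-plus-DMSO high control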
Active calls of the source: *; x = no result given. Not all compounds are listed; rates above refer to the full screens.

SMILES	APOBEC3A inh	hIAP block	MIN6 prolif	mIAP act	mIAP block	A3G deaminase	hIAP act	NLRP3 yeast inh	SENP1 inh
COc1ccc(CCN2CC(C(=O)NCc3cccc4[nH]ccc34)CCC2=O)cc1 (stereo not given)	-1	14	1	1	-4	1	0.86	0	-1
COCC(=O)NNC(=O)c1ccccc1OC	1	7	0	0.94	6	0	0.93	0	0
Cc1cc(C)nc(Nc2ncc(O)n2-c2ccccc2)n1	-7	-8	-2	1	-3	-7	1.1	17	1
CN(c1ccc(C(=O)O)cc1)S(=O)(=O)c1ccc(Cl)cc1	-2	-27	-3	1.1	-13	-4	1.3	13	1
COc1cccc(NC(=O)CSc2nn3c(=O)c(C)nnc3s2)c1	-4	8	2	0.86	14	-5	0.92	1	1
CCOc1cc(-c2cc(-c3ccc(C)cc3)nc(N)c2C#N)ccc1O	1	12	-6	0.88	12	-5	0.88	27	-2
Cc1nn(Cc2ccccc2)c(=O)n1N(C)c1ncc(C(F)(F)F)cc1Cl	-2	4	-2	1	-1	-3	0.96	-4	-10
CCCCOC(=O)Nc1cccc(C(=O)OCC)c1	-2	-19	-2	0.99	1	-5	1.2	10	1
COc1ccc(OC)c(NC(=O)C2CCCCC2C(=O)O)c1 (stereo not given)	-1	-7	3	0.99	1	4	1.1	15	1
O=C(COC(=O)c1cc(-c2cccnc2)nc2ccccc12)Nc1ccc(F)cc1F	3	-2	-2	1	-3	0	1	3	28
O=c1c(-c2ccco2)[n+]([O-])c2ccccc2n1OCc1ccccc1	-5	-1	-1	0.98	2	-2	1	14	-39
CC(C)c1csc(CN2CCCC(CCC(=O)NCc3ccccc3F)C2)n1 (stereo not given)	-2	-67	-3	0.99	1	-10	1.7	8	2
COc1ccc(-c2cc(C(=O)N3CCN(c4ncccn4)CC3)c3ccccc3n2)cc1	-1	2	-7	0.97	3	1	0.98	22	-2
CCCCNC(=O)C1CCCN(S(=O)(=O)c2ccc(-n3cnnn3)cc2)C1 (stereo not given)	-1	-9	-4	0.99	1	-3	1.1	-9	2
Cc1cccc(Oc2c(C=O)c3ccccc3n2C)c1	2	-4	-3	1.1	-12	1	1	-33	-1
CCN(c1cccc(C)c1)S(=O)(=O)c1ccc2c(c1)NC(=O)CS2	-3	-12	1	1.1	-14	-2	1.1	5	1
COc1ccc(NC(=O)c2cc(=O)[nH]c3ccccc23)cc1	-3	-15	1	1	-1	-7	1.1	-5	0
CCOC(=O)CCCN1CC(O)=C(c2nc(-c3ccc(Cl)cc3)cs2)C1=N	0	-28	-3	1.2	-22	-7	1.3	-1	-4
Cc1sc(NC(=O)CCl)c(C(=O)c2ccccc2)c1C	6	-5	-6	0.89	11	7	1.1	20	1
Cc1ccc2c(c1)C(=O)C(=O)N2c1ccc(C(F)(F)F)cc1	-4	-1	0	0.91	10	-7	1	-2	0
N#CCCn1cc(C(CC(=O)c2ccc(Br)cc2)C(=O)O)c2ccccc21 (stereo not given)	2	-4	-2	1.1	-8	-1	1	-12	-32
Cc1cc(O)c(C(=O)/C=C/c2ccc(Cl)cc2)c(=O)o1	0	3	-7	0.91	9	-9	0.97	14	-23
CC(=O)c1cccc(NC(=O)CCCOc2ccc(C)cc2)c1	-1	-7	0	0.98	2	-2	1.1	28	0
CC[C@]12c3[nH]c4cc(-c5ccco5)ccc4c3CCN1C(=O)[C@@H](CC(=O)NC/C=C(\C)CCC=C(C)C)C[C@@H]2C(=O)N1CCN(C(=O)C2CC2)CC1	1	x	x	1.1	-20	3	x	x	-34
CC(C)N1CCc2c(sc(NC(=O)c3cc(-c4cccs4)nc4ccccc34)c2C(N)=O)C1	-4	13	-7	0.85	14	16	0.87	34	-72
COc1ccc(/C=N/N2CCN(C3c4ccccc4-c4ccccc43)CC2)cc1OC	-1	-6	-3	1.1	-9	-4	1.1	-1	2
CC(Cc1cccs1)NC(=O)Nc1cccc(Cl)c1 (stereo not given)	2	6	-5	2.3*	-127	-2	0.94	6	2
CCOc1ccc2nc(N3CCCC(C(=O)NCCCN4CCOCC4)C3)sc2c1 (stereo not given)	-8	6	-1	1	-5	-9	0.94	4	2
Cc1cc(NC(=O)C2Oc3ccccc3OC2C)no1 (stereo not given)	0	-7	-2	0.95	5	-8	1.1	7	0
CCN(CC)C(=O)CN(C#N)c1nc(NC(C)C)nc(NC(C)C)n1	5	3	-3	1	-5	-4	0.97	1	2
Cc1ccc(S(=O)(=O)NCC(=O)OCC(=O)N2N=C(c3ccc(Cl)cc3)CC2c2ccco2)cc1C (stereo not given)	-1	0	0	0.89	11	-6	1	8	-7
NNC(=O)c1c[nH]c2ccc(OCc3ccccc3)cc12	-2	-14	0	1.2	-18	-2	1.1	-17	1
OC(CSc1ccccc1Cl)CN1CCN(c2ccccc2F)CC1 (stereo not given)	-3	23	-1	0.99	1	-5	0.77	24	1
Cc1ccc(Nc2nc(-c3ccc(S(=O)(=O)N4CCOCC4)cc3)cs2)cc1Cl	0	-13	0	0.89	12	0	1.1	10	-2
CC(SCC(=O)Nc1ccc(S(=O)(=O)N2CCCCC2)cc1)C(=O)O (stereo not given)	11	2	0	0.99	1	2	0.98	9	0
COc1cc(C)c(CNc2cc(C)cc(C)c2)cc1C	-5	-3	-2	0.94	6	-6	1	19	-3
CC(C)CN(C(=O)CN(C)C(=O)Cc1ccc(Cl)cc1)c1c(N)n(CC(C)C)c(=O)[nH]c1=O	0	-28	-4	0.96	4	-5	1.3	13	-2
O=C(CCNS(=O)(=O)c1ccccc1C(F)(F)F)N1CCCCCCC1	0	22	4	1.1	-5	-4	0.78	12	0
COC(=O)c1ccc(Cn2nnc3c(=O)[nH]c(C4CCN(S(=O)(=O)c5cc(C)ccc5C)CC4)nc32)cc1	-2	-4	-6	0.94	6	-1	1	17	3
CCc1cccc(NC(=O)CCc2nc3sc4c(c3c(=O)[nH]2)CCCC4)c1	3	19	-1	1	0	-3	0.81	9	-29
CCOc1ccc(CSC(=N)N)cc1[N+](=O)[O-]	0	11	-5	0.81	18	-3	0.89	-1	1
CCOC(=O)CSc1snnc1-c1ccccc1	0	-6	0	1	0	0	1.1	19	-2
O=c1[nH]c(-c2ccccc2)c(-c2ccccc2)nc1[N+](=O)[O-]	-8	-15	-2	1	-2	-7	1.2	-61	4
CCOC(=O)N1CCN(C(=O)CSc2nc3c([nH]c4ccccc43)c(=O)n2CCOC)CC1	1	-11	0	0.96	4	-8	1.1	10	0
CC12CCC(=O)N1C(C(=O)Nc1ccccc1N1CCOCC1)CS2 (stereo not given)	-1	4	-1	0.98	2	-6	0.96	8	-1
CC(C)(c1ccc(O)cc1)c1ccc(O)cc1	-1	-22	-1	1.1	-12	1	1.2	12	1
Cc1oc(-c2ccccc2F)nc1CS(=O)(=O)CC(=O)NCc1ccccc1Cl	-8	3	0	0.95	5	-10	0.97	2	2
COc1nc(NC23CC4CC(CC(C4)C2)C3)nc(OC)n1	1	-14	-1	0.92	8	-2	1.1	-6	1
O=C(NC(=O)c1ccc(C(F)(F)F)cc1)Nc1ccc(-c2cnco2)cc1	-2	-4	-2	0.94	6	-4	1	-1	0
COc1ccc(S(=O)(=O)N2CCC(C(=O)NCCC(=O)Nc3nccs3)CC2)cc1	-5	-12	-1	0.97	3	-7	1.1	8	0
Cn1nc(-c2ccccc2)c2ncc(C(F)(F)F)cc21	-1	-8	0	0.96	4	2	1.1	15	-2
c1ccc2c(c1)oc1c(N3CCOCC3)ncnc12	-6	-32	1	1.2	-16	-4	1.3	13	1
COc1ccc(N2CCN(C(=O)C(OC(C)=O)c3ccccc3)CC2)cc1 (stereo not given)	-1	13	0	0.99	1	0	0.87	11	-2
Cc1ccc[n+](Cc2ccc([N+](=O)[O-])cc2)c1	-2	2	4	1.1	-5	-7	0.98	7	-2
CCc1cc2c(=O)c(-c3nc4ccccc4n3C)c(CCCC(=O)O)oc2cc1OC(=O)C(C)(C)C	-4	17	0	1	0	-3	0.83	-5	-31
CC(C)[C@H](NC(=O)NCCc1ccc(Cl)cc1)C(=O)O	6	0	-2	1	-1	1	0.99	-4	2
O=C(Nc1ccc(NC(=O)c2cc([N+](=O)[O-])ccc2N2CCOCC2)cc1)c1cccs1	5	13	-2	1	-3	-1	0.87	12	0
COc1ccc(N2CCN(C(=O)c3oc4c(c3C)C(=O)CCC4)CC2)cc1	-4	-10	1	1	0	-11	1.1	22	0
Cc1cc(NC(=O)Cc2ccccc2)nc2c1c(=O)oc1ccccc12	-2	-10	-3	1.1	-13	-12	1.1	7	-20
COC(=O)c1sc(=S)sc1C(=O)OC	0	-2	-3	0.95	5	28	1	23	3
Additional entries follow.
SMILES	APOBEC3A inh	hIAP block	MIN6 prolif	mIAP act	mIAP block	A3G deaminase	hIAP act	NLRP3 yeast inh	SENP1 inh
Cc1ccc(/C(O)=C/C(=O)C(=O)NC23CC4CC(CC(C4)C2)C3)cc1	-4	-9	-3	1.2	-16	3	1.1	7	-3
Cc1[nH]c2ccccc2c1CCNC(=O)c1ccc2c(c1[N+](=O)[O-])C(=O)c1ccccc1C2=O	1	4	-3	0.89	11	-4	0.96	24	1
O=C1Nc2ccccc2C12OCCS2 (stereo not given)	1	3	-2	0.96	4	-2	0.97	7	x
CSCCC(CO)NC(=O)OCc1ccccc1 (stereo not given)	-6	5	-3	1.1	-14	-6	0.95	-2	3
Nc1ccnn1Cc1cccs1	-2	3	0	0.99	1	-11	0.97	10	0
Nc1nc(N)c2[nH]cnc2n1	-2	-1	4	0.86	14	-6	1	8	x
C=CCn1nnnc1-c1cccc(Cl)c1	0	-4	-2	1.1	-6	1	1	-6	0
Cc1cc(NC(C)C)n2c(nc3ccccc32)c1C#N	0	-26	-1	1	-3	-8	1.3	-7	-97
Cc1ccc(NC(=O)CCS(=O)(=O)c2ccccc2)cc1S(=O)(=O)N1CCOCC1	11	8	-1	1.1	-8	2	0.92	3	0

Screening results (PubChem BioAssay)
